14-3-3 PPI: modulators of 14-3-3 gamma protein binding, primary screen, biochemical, fluorescence polarization; 14-3-3 protein gamma (Homo sapiens), P61981; FP, 14-3-3gamma / TMR-pS259-Raf peptide binding; inhibition, % at 40 µM; 160,000 tested, 0.19% active; in the data active = inhibition above about 30%;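 note: 0% = protein plus tracer without compound and 100% = blank with tracer alone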
Target sequence (P61981 whole entry, looked up): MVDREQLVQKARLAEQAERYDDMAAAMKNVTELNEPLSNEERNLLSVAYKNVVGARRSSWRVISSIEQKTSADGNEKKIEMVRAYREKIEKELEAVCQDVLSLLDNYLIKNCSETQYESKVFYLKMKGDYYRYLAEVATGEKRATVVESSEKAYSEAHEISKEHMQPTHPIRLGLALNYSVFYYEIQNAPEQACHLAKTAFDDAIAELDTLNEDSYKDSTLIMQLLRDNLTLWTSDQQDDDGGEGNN
Active calls of the source: *; & = joins results of further samples. An excerpt (hit frequency here may not be typical).

SMILES,14-3-3 PPI
CCN1CCN(CCCNC(=O)c2cn(C)c(=O)c3c2c2ccccc2n3C)CC1,-5.4
COc1ccc(C2C=C(c3ccc(Br)s3)Nc3nnnn32)c(OC)c1 (centres undefined),-68.8
CCOC(=O)N1CCC(NCCNC(=O)c2ccccc2)CC1,-7.2
COc1ccc(C(=O)N2CCN(C(=O)COc3ccccc3)CC2)cc1,-8.0
NC(=O)c1ccc2c(c1)OCCO2,-0.9
CCCC(C(=O)NCc1ccco1)N(C(=O)CNS(=O)(=O)c1ccccc1)c1ccccc1OC (centres undefined),-6.5
O=C1OC2(CCCCC2)OC(=O)C1=CNc1nccs1,-7.4
Cc1ccccc1OCC(=O)Nc1ccc(-c2nc3ccccc3o2)cc1,-78.4
N#Cc1c(N2C(=O)C3C4C=CC(CC4)C3C2=O)sc2c1CCCC2 (centres undefined),-14.9
CC1=C(C(=O)OCc2ccccc2)C(c2ccc(Br)cc2)N2C(=O)C(C)SC2=N1 (centres undefined),-36.6
c1coc(-c2nnc(SCc3cccc4ccccc34)o2)c1,1.1
CCOC(=O)C(Cc1ccccc1)C(=O)Nc1nc2ccccc2s1 (centres undefined),-8.7
Cc1cc(NC(=O)C2CCCN(S(=O)(=O)c3ccc(Br)s3)C2)ccc1Br (centres undefined),-27.5
CCN(CC)CCN1C(=O)C(=O)/C(=C(/O)c2c(C)[nH]c(C(=O)OC)c2C)C1c1cccc(OC)c1 (centres undefined),1.7
COc1ccc2cc(S(=O)(=O)Nc3ccccn3)ccc2c1,-5.6
COc1cc(C2C(C(=O)Nc3ccc(Br)cn3)=C(C)NC3=C2C(=O)CC(C)(C)C3)ccc1O (centres undefined),-9.4
O=C(Nc1nc(-c2cc3cc(Br)ccc3oc2=O)cs1)c1ccccc1,-20.6
CCN(CC)c1cc(Nc2ccc(-c3ccccc3)cc2)c([N+](=O)[O-])c2nonc12,-48.6
CCOC(=O)c1sc(NC(=O)CCOc2ccccc2)nc1C,-31.1
Clc1ccc(-c2ccc(-c3nn4c(-c5ccco5)nnc4s3)o2)cc1,-20.1
Cc1cc(C)cc(NC(=O)C(=O)NCc2ccncc2)c1,-0.6
COC(=O)c1ccccc1NC(NC(=O)c1ccco1)C(=O)c1ccc(C)cc1 (centres undefined),0.6
Cc1ccc(C2CC(C(F)(F)F)n3nc(C(=O)N4CCN(c5ccc(F)cc5)CC4)c(Cl)c3N2)cc1 (centres undefined),-3.5
Cc1ccc(N=Cc2ccc(OC(=O)c3cccc([N+](=O)[O-])c3)cc2)cc1C,-4.7
CCOc1ccccc1Nc1nc(-c2ccc(OC)c(OC)c2)cs1,-8.7
CCn1c(CCNC(=O)c2ccc(Cl)cc2)nnc1SCC(=O)NC1CCCC1,3.7
CCC(=O)c1ccc(OCC(O)Cn2cnc3ccccc32)cc1 (centres undefined),-9.2
CCOC(=O)CN(C(=O)CSc1nnc(-c2ccncc2)n1CCCN(C)C)c1ccccc1,-8.2
Cc1ccc(-c2cc(C(=O)Nc3cccc4c3C(=O)c3ccccc3C4=O)c3ccccc3n2)s1,-13.0
CCc1ccccc1N(CC)C(=O)Cc1c(C(=O)O)[nH]c2ccc(Cl)cc12,4.5
COc1ccc2c(c1)SC1=NC(c3ccccc3)(C(F)(F)F)NC(=O)N12 (centres undefined),-10.3
CS(=O)(=O)C1=C(O)C(=O)N(c2ccccc2)C1c1ccccc1 (centres undefined),-1.4
CN(C)C(=S)Oc1ccc(C(=O)Nc2ccc(F)cc2)cc1,8.6
CC(=O)NC(C)c1nc2ccccc2n1C(C)C (centres undefined),-0.1&1.2
Cc1cccc(N2C(=O)C=C(c3ccc(Cl)cc3)C2=O)c1,-13.8
CCc1ccccc1NC(=O)c1ccc(OC(C)=O)cc1,-6.9
CC1CC(C)CN(S(=O)(=O)c2ccc(C(=O)Nc3cccc(-c4nc5ccccc5[nH]4)c3)cc2)C1 (centres undefined),-5.2
COc1ccc2c(c1)-c1cc(Cl)ccc1S(=O)(=O)N2S(=O)(=O)c1ccc2ccccc2c1,-3.5
CC(=O)c1cccc(N(C(=O)c2ccco2)C(C(=O)NC2CCCC2)c2ccncc2)c1 (centres undefined),-14.4
C=C(C)CC(Nc1ccccc1C)c1ccco1 (centres undefined),-7.8
CCOc1ccccc1C(=O)NC1CC2CCCC(C1)N2C1CC1 (centres undefined),-9.1
COc1ccc(Cl)cc1NC(=O)CCCn1c2ccccc2c(=O)c2cc(C)ccc21,-20.7
CCNc1nc(NC(C)C)nc(Oc2ccc(OCCOc3ccccc3)nn2)n1,0.1
CCOC(=O)C1=CN(c2ccc(C)c(C)c2)C=C(C(=O)OCC)C1c1ccc(OC)cc1,-3.8
CCOc1cccc2cc(C(=O)NC(C)=O)c(=Nc3ccccc3)oc12,2.9
CCn1cc(Br)c(C(=O)Nc2cccc(SC)c2)n1,-9.2
CCC(=O)N1CCc2cc(Br)cc(S(=O)(=O)CCC(=O)NC(C)(C)C)c21,-3.9
CN1CC(=O)N(C)c2nc(Br)n(C)c2C1=O,2.5
COc1ccc(C(=O)N2CCC(C(=O)N3CCC(Cc4ccccc4)CC3)CC2)cc1,15.6
O=S(=O)(c1ccc(Cc2ccc(S(=O)(=O)N3CCCCC3)cc2)cc1)N1CCCCC1,-1.5

Remaining list, next part
SMILES,14-3-3 PPI
Cc1cccc(C(=O)Nc2ccc(CC(=O)O)cc2)c1,18.4
Cc1cccc(-c2noc(COc3cc(C)ccc3C)n2)c1,-5.7
Cc1cc(C)c(Nc2ncnc(N)c2[N+](=O)[O-])c(C)c1,1.7
CCSCCOC(=O)C1=C(C)NC2=C(C(=O)C(C(=O)OC)C(C)C2)C1c1ccccc1[N+](=O)[O-] (centres undefined),-2.6
CC(C)Cn1nc(-c2ccccc2)c2ccccc2c1=O,-0.3
Cc1nn(C(=O)c2cccnc2)c(C)c1Sc1ccccc1[N+](=O)[O-],13.6
CC(C)(C)n1nnnc1CN1C2CCC1CC(NC(=O)Nc1ccccc1)C2 (centres undefined),-2.9
O=C(O)c1cc(-c2ccccc2)n(-c2ccccc2C(=O)O)n1,-7.0
COc1ccc(OC)c(NS(=O)(=O)c2ccc(SC)cc2)c1,-11.6
Cc1ccc(NC(=O)C(=O)NCc2ccccc2)cc1,4.8
CC1CCCC(N2CCN(S(=O)(=O)c3ccccc3[N+](=O)[O-])CC2)C1 (centres undefined),-5.0
COc1ccccc1-n1c(SCC(=O)c2ccccc2)nc2ccccc2c1=O,-0.6
CCOC(=O)c1[nH]c(=O)[nH]c1CSc1nc(C)cc(C)n1,-6.8&13.4
O=C(Nc1cccc(C(F)(F)F)c1)c1nn(-c2ccc(Cl)cc2)c(=O)c2ccccc12,-0.9
CCCn1c(SCC(=O)Nc2c(CC)cccc2CC)nnc1C(C)C,-8.3
Cc1cccc(OCC(=O)Nc2cc(-c3nc4ncccc4o3)ccc2Cl)c1,-6.6
CCCCc1ccc(Nc2nc(CCC)cc(=O)[nH]2)cc1,-6.0
CCOC(=O)CSc1ccc(C(=O)NCC2CCCO2)cc1[N+](=O)[O-] (centres undefined),-2.3
Cc1cc(Nc2cccc(C(=O)O)c2)n2ncnc2n1,2.0
COc1ccc(N2C(=O)CN(Cc3ccc(OC)c(OC)c3)C2=S)cc1,-8.5
COC(=O)c1c(C)[nH]c(C)c1-c1ccccc1Cl,-5.0
CCN(CC)c1ccc(C2CC(=O)C3=C(C2)Nc2ccccc2N(C(C)=O)C3c2ccco2)cc1 (centres undefined),-2.1
CC1CCCC(C)N1C(=O)c1ccc2c(c1NCCO)C(=O)c1ccccc1C2=O (centres undefined),-268.1
CCOc1ccc(N(C(C)C(=O)Nc2ccc(OC)cc2)S(C)(=O)=O)cc1 (centres undefined),-0.5&-8.5
CCN(CC)C(=O)c1cc2c(n(-c3ccc(Cl)cc3)c1=O)CC(C)(C)CC2=O,-11.7

By substructure, the entries above with a thiophene ring, fused or not.
SMILES,14-3-3 PPI
COc1ccc(C2C=C(c3ccc(Br)s3)Nc3nnnn32)c(OC)c1 (centres undefined),-68.8
N#Cc1c(N2C(=O)C3C4C=CC(CC4)C3C2=O)sc2c1CCCC2 (centres undefined),-14.9
Cc1cc(NC(=O)C2CCCN(S(=O)(=O)c3ccc(Br)s3)C2)ccc1Br (centres undefined),-27.5
Cc1ccc(-c2cc(C(=O)Nc3cccc4c3C(=O)c3ccccc3C4=O)c3ccccc3n2)s1,-13.0

(continued)
SMILES,14-3-3 PPI
COc1ccc(-c2cc(C(F)(F)F)nc(NCc3cccs3)n2)cc1,-3.4
CCc1ccc(C2C3=C(CC(C)(C)CC3=O)Nc3c2c(=O)[nH]c2nc(C)nn32)cc1 (centres undefined),0.2
CCc1c(C)c2ccc(OCC(N)=O)cc2oc1=O,-0.2
CC(C)Cc1ccc(S(=O)(=O)Nc2nc3ccccc3s2)cc1,-9.3
CCOc1ccc(CN2CCN(c3cc(C)nc4c5c(C)cc(C)nc5nn34)CC2)cc1,-7.6
COc1ccc(-c2nc(CSCC(=O)N3CCN(c4cccc(C)c4)C(C)C3)c(C)o2)cc1OC (centres undefined),-3.2
COc1cc2c(cc1OC)C(C(=O)O)C(c1cc(Br)c(O)c(OC)c1)N(C)C2=O (centres undefined),-1.0&0.5
Cc1ccc(Cl)c2cccnc12,0.9
Nc1nonc1-c1noc(CCCN2C(=O)c3ccccc3C2=O)n1,-4.3
Cc1cccc(Oc2nc3ccccc3n3c(C)nnc23)c1C,-0.1
COc1ccc2nc3oc(C(=O)N4CCN(c5cccc(Cl)c5)CC4)cc3cc2c1,-0.5
Cc1ccc(S(=O)(=O)N(CCO)Cc2cc3ccc(C)c(C)c3[nH]c2=O)cc1,-6.7
Cc1ccc(NC2=NS(=O)(=O)c3ccccc32)c([N+](=O)[O-])c1,-19.3
O=C(CCc1ccccc1)Nc1ccc(F)c([N+](=O)[O-])c1,-5.4
COc1cc(-c2nc(-c3cccnc3)no2)cc(OC)c1OC,-6.6
COc1ccc(Oc2coc3cc(OC(=O)c4cccs4)ccc3c2=O)cc1,-11.9
Oc1cccc(C=Nc2c(-c3ccco3)nc3ccccn23)c1,-11.3
COc1ccc(-c2nc(N3CCCC3)[nH]c(=O)c2C#N)cc1,-2.7&-8.4
Cc1ccc(C(c2sc3nc(C)nn3c2O)N2CC(C)OC(C)C2)cc1 (centres undefined),-10.7
O=C(CCS(=O)(=O)c1ccc(Br)cc1)Nc1ccc(Cl)cn1,-28.4
CC(=O)c1nnn(-c2nc(N)nc(N(c3ccccc3)c3ccccc3)n2)c1C,0.4
O=C(NCCc1ccccc1)c1ccc2c(=O)n(C3CCCC3)c(=S)[nH]c2c1,9.9
CCc1nc(SCC(=O)Nc2c(C)n(C)n(-c3ccccc3)c2=O)n[nH]1,-5.1
COc1ccc(N2C(=O)C3CCC(C)CC3C2=O)cc1 (centres undefined),-264.7
Cc1cccn2c(=O)c3cc(C(=O)NC4CCCCC4)c(=N)n(CCN4CCOCC4)c3nc12,-11.9
O=C(Nc1nc2c(s1)CCCC2)c1cccs1,0.5
O=C(c1cc(-c2ccccn2)nc2c(Cl)cccc12)N1CCN(C(=O)C2CCCO2)CC1 (centres undefined),-54.4
O=C(CCNc1ccc(F)cc1)c1ccco1,10.2
COc1cc(NC(=O)Cc2ccccc2)ccc1NC(=O)c1ccco1,-4.6
O=C(Nc1cccc(Cl)c1)c1ccc2c(=O)n(-c3ccc(F)cc3)c(=S)[nH]c2c1,10.1
CC(=O)N1c2c(cc(Br)cc2S(=O)(=O)NCCc2ccccc2Cl)CC1C (centres undefined),-4.2
Nc1nnc(Cc2ccc(Cl)cc2)s1,-14.9
Cc1ccc(OCCOC(=O)c2sc(=S)n(C)c2C)cc1,-15.3
CCOc1cc(C2Nc3ccc(Br)cc3-c3nnc(SCC)nc3O2)cc([N+](=O)[O-])c1O (centres undefined),-3.0
CN1C(=O)c2ccccc2C(C(=O)N2CCN(c3cccc(C(F)(F)F)c3)CC2)C1c1c[nH]c2ccccc12 (centres undefined),6.7
CC(=O)Nc1ccc(S(=O)(=O)Nc2ccc(C)cc2C)cc1,-10.7
N=c1c(S(=O)(=O)c2ccccc2)cc2c(=O)n3ccccc3nc2n1CC1CCCO1 (centres undefined),-22.7
O=S1(=O)CCC(NS(=O)(=O)c2cccc3cccnc23)C1 (centres undefined),-7.2
Cc1ccc2c(c1)C1NC(=S)N(c3cccc(Cl)c3)C(C)(O2)C1C(=O)N(C)C (centres undefined),-11.2
c1cncc(Oc2cccc(Oc3cccnc3)c2)c1,10.0
COc1cc(NC(=O)c2nn3c(c2Cl)NC(c2ccc(C)cc2)CC3C(F)(F)F)c(OC)cc1Cl (centres undefined),-1.7
CCOC(=O)C1=C(C)N(CCO)C(=O)NC1c1ccc(Br)cc1 (centres undefined),-14.3
Cc1ccc(N2C(=O)CC(NC3CCCCC3C)C2=O)cc1 (centres undefined),-11.5
CCc1nc(NCCO)c(C#N)c2c1CCCC2,0.1
O=c1cc(O)c2sc3nc(-c4cccs4)cc(-c4ccc(F)cc4)c3c2[nH]1,-200.7
CCOC(=O)CNc1nc(-c2ccncc2)nc2ccccc12,-11.7
COc1cccc(-n2c(C)c(C(C)=O)c(C(C)=O)c2C)c1,-5.6
CN1C(=O)C(O)(CC(=O)c2ccccc2O)c2ccccc21 (centres undefined),1.7
O=C(CN1CCCC1)N1N=C(c2ccc(Cl)cc2)CC1c1ccco1 (centres undefined),-1.9

Two successive compounds already listed, for reference:
SMILES,14-3-3 PPI
O=C(Nc1nc2c(s1)CCCC2)c1cccs1,0.5
O=C(c1cc(-c2ccccn2)nc2c(Cl)cccc12)N1CCN(C(=O)C2CCCO2)CC1 (centres undefined),-54.4

Individual results from the entries so far.
CC(=O)Nc1ccc(S(=O)(=O)Nc2ccc(C)cc2C)cc1 | 14-3-3 PPI = -10.7
O=c1cc(O)c2sc3nc(-c4cccs4)cc(-c4ccc(F)cc4)c3c2[nH]1 | 14-3-3 PPI = -200.7
